Screening data deposited in PubChem BioAssay by several laboratories.
NF-kB expr up: raises NF-kB expression in human neuronal cells; NF-kB reporter expression; active compounds read high; 190,000 tested, 1.6% active; fold change at 12.5 µM; AID 1239; in the data active means fold change above about 3.3
TNAP inh noacc: TNAP (human) inhibition, acceptor-free conditions; purified TNAP, CDP-star luminescence, 30 min; inhibition, % at 20 µM; 200,000 tested, 0.26% active; AID 1012;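 active means tissue-nonspecific alkaline phosphatase inhibition above about 50% at 20 µM in the single-dose screen, limit read from the data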;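 further: 0% = DMSO negative control and 100% = EDTA positive control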
PMI act satM6P: activators of human phosphomannose isomerase at near-saturating mannose 6-phosphate | coupled PMI enzyme assay, resazurin fluorescence, 20 min; active compounds read high; 1 = untreated enzyme, 0 = substrate-free blank | activation factor at 20 µM | 190,000 tested, 0.34% active;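 active means activation factor of 2 or more at 20 µM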
Target sequence (P34949 whole entry, looked up): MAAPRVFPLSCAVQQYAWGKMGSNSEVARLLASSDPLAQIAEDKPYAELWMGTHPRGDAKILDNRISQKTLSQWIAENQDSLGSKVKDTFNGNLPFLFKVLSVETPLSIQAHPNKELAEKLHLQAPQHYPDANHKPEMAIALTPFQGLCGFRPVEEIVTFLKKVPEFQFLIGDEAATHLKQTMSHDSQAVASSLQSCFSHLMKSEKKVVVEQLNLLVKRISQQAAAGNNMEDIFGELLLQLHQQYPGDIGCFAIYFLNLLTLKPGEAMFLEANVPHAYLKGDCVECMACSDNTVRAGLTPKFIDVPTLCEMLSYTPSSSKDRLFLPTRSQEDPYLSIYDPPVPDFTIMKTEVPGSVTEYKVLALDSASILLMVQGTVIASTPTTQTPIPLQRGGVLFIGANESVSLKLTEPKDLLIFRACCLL
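Test system: human phosphomannose isomerase with PGI, G6PDH, diaphorase coupling enzymes; Amount: PMI at 15 ng/mL final; Reagent: Mannose-6-phosphate 1.0 mM (near-saturating) plus 0.22 mM NADP+; Timing: 20 min, room temperature; Technique: resorufin fluorescence at Ex 544/Em 590 nm; Dosing: 20 µM single dose.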
FLuc inhib CS: Photinus pyralis luciferase inhibition counter-screen; ATPLite firefly luciferase biochemical luminescence, 10 min; inhibition, % at 10 µM; 200,000 tested, 1.5% active; AID 1006;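 active means inhibition above about 50% when tested at 10 µM, limit read from the data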
Target sequence (P08659 whole entry, looked up): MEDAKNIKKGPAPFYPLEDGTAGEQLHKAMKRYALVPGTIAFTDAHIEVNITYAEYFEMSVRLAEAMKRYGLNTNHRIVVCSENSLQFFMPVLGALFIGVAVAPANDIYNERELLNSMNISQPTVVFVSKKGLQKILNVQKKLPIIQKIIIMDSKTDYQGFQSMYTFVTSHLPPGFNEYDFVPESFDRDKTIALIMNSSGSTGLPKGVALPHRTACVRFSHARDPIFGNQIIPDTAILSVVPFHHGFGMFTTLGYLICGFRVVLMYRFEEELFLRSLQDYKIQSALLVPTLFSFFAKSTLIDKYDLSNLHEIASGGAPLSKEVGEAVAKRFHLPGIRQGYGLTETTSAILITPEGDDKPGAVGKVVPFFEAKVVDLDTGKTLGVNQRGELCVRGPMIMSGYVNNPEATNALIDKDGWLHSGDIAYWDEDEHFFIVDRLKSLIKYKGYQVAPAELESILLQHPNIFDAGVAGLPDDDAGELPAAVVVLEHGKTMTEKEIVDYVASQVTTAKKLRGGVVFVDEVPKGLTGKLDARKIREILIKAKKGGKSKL
PMI act: increases human mannose-6-phosphate isomerase activity | P34949 | purified human PMI, coupled resazurin fluorescence, 20 min; active compounds read high; 1 = vehicle control, 0 substrate-free wells | activation factor at 20 µM | 190,000 tested, 0.005% active | AID 1214;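 active means activation factor of 2 or more at 20 µM, relative to plate controls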
APP 5'UTR act: activates APP 5'UTR luciferase reporter; activation, % at 2 µM; SH-SY5Y APP 5'UTR luciferase reporter, luminescence; zero percent = DMSO vehicle wells; AID 1276; 190,000 tested, 1% active;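 active means activation above a set limit, based on mean plus 3 SD of controls, cut at about 140% in these data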; further: values of inactives mirror those of a sister screen read the other way
bIAP activator: increases bovine intestinal alkaline phosphatase activity; purified bovine IAP, CDP-star luminescence, 30 min; active compounds read high; fold of DMSO-control signal, blank-subtracted; activation factor at 20 µM; 200,000 tested, 0.17% active;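 active means activation factor of 2 or more at 20 µM, a signal rise over negative controls twice the positive control's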
TNAP act hi DEA: activators of human TNAP at high phosphate acceptor concentration. AID 1136. 200,000 tested, under 10 active. purified TNAP, CDP-star luminescence, 1 M DEA, 30 min; active compounds read high; 0 = EDTA background, 1 = DMSO-only activity. P05186. activation factor at 20 µM;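 active means activation factor at least 2 at 20 µM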
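Test system – human TNAP · Doses – 20 µM single point · Incubation – 30 min, room temperature · Signal – luminescent substrate turnover signal · Read-out basis – activation factor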
TNAP inh hi DEA: TNAP (human) inhibition, high acceptor | P05186 | purified TNAP, CDP-star luminescence, 1 M DEA | inhibition, % at 20 µM | 200,000 tested, 0.03% active | AID 1135;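 active means over 50% inhibition of tissue-nonspecific alkaline phosphatase at 20 µM in the single-dose screen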;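 further: plate controls were DMSO wells for no effect and EDTA-quenched wells as full inhibition for full effect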
FLuc act counter: affects firefly luciferase, flagging false hits in luciferase stimulation screens; ATPlite luciferase biochemical, luminescence, 10 min; 0 = ATP-free wells, 1 = DMSO control; activation factor at 10 µM; 200,000 tested, under 10 active;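 active means luciferase activation factor, scaled between plate controls, of at least 2 with compound at 10 µM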
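Assay system: Luciferase/luciferin detection reagent, cell-free biochemical luciferase assay / Also added: ATP substrate / Schedule: 10 min at ambient temperature / Measured by: luminescence measurement of luciferase light output / Benchmarks: low control with PBS replacing ATP, high control enzyme plus ATP without compound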
An asterisk follows results filed as active; . = not tested or not shown.

SMILES	NF-kB expr up	TNAP inh noacc	PMI act satM6P	FLuc inhib CS	PMI act	APP 5'UTR act	bIAP activator	TNAP act hi DEA	TNAP inh hi DEA	FLuc act counter
COc1ccc(OC)c(NC(=O)c2c3c(nc4ccccc24)CCC3)c1	0.83	-3	1	-5	1	-13	1	1	1	1.1
CC(=O)c1cccc(NC(=O)NCc2ccccn2)c1	2.5	-8	1	42	1	78	1	1	0	0.6
CCOC(=O)N1CCC(NC(=O)c2ccc3nc(N4CCOCC4)sc3c2)CC1	1.2	-9	1.1	-9	1.1	15	1	1	0	1.1
CCOn1c(=O)c[n+]([O-])c2ccccc21	1.1	-10	0.9	-3	1	5	1.1	1	-1	1
Cc1cc(Cl)c(S(=O)(=O)N2CCSCC2)cc1OCC(N)=O	0.96	-7	0.9	-6	0.9	3	0.9	1	0	1.1
CC(C)OC(=O)c1cccc(-c2ccc(C=O)o2)c1	2	0	1.6	6	1.4	24	1	1	1	0.9
O=C(CN1CCC(N2CCCCC2)CC1)N1CCCc2ccccc21	1.1	-2	1.1	-3	1.1	8	1	0.9	7	1
Clc1ccc(C2=CSC3=NCCN23)cc1Cl	1.3	-8	1	-7	1.1	-5	1.1	1	-2	1.1
COc1ccc(/C=N/NC(=O)c2cc(-c3cccnc3)nc3ccccc23)c(OC)c1	1.6	8	1.1	-2	1	21	1	1	-5	1
CCS(=O)(=O)N1Cc2ccccc2CC1C(=O)NCC12CC3CC(CC(C3)C1)C2 (stereo not given)	0.77	-2	0.9	-4	0.9	19	1.1	1	0	1
CCCN1CCN(CCCNC(=O)CCNC(=O)Cn2ccc3ccccc3c2=O)CC1	1.5	-8	1	-5	1	-2	1	1	-2	1
Fc1cc(F)cc(NC(=S)N2CCN(c3ncccn3)CC2)c1	0.96	-11	1	-9	0.9	-5	0.9	1.1	-7	1.1
COc1cc2ccccc2cc1C(=O)NC(=S)Nc1cccc(C(=O)O)c1	1.2	-14	1	-4	0.9	22	1.1	1	-3	1
CSc1cccc(CN2CCCC(CNC(=O)c3ccc(F)cc3)C2)c1 (stereo not given)	1.1	-15	1.1	-6	0.9	18	0.9	1.1	-9	1.1
O=C1CC(/C=C/c2ccccc2)(C(=O)NC2CCCC2)N1c1ccc(S(=O)(=O)N2CCCC2)cc1 (stereo not given)	0.87	-12	1	-2	0.9	8	0.9	1.1	-8	1
COc1ccc(CN2CCCCCC2)c(C)c1C	0.97	-5	1	-3	0.9	-1	1.1	1	3	1
CCOC(=O)/C(=C\C=C1/Sc2cc(OCC)c(OCC)cc2N1CC)C(C)=O	0.34	37	0.7	-9	0.9	-8	0.8	0.6	41	1.1
O=C(/C=C/c1ccco1)NC(=S)Nc1ccc(N2CCCC2)cc1	1.2	12	0.6	-8	0.9	-11	0.8	0.9	6	1.1
CCOc1ccccc1OCCCCCc1c(C)n[nH]c1C	1	-5	1	-6	1	-4	1.1	1.1	-8	1.1
O=C(C1CCCN(S(=O)(=O)c2ccccc2)C1)N1CCCc2ccccc21 (stereo not given)	0.89	3	1	-4	1	0	1	0.9	10	1
Cc1ccc(N=C2NC(=O)/C(=C/C=C/c3ccco3)S2)cc1C	1.1	39	2*	2	1.5	-3	0.9	0.8	18	1
O=C(CSc1ncnc2c1oc1ccccc12)Nc1nccs1	1.1	-3	1	4	1.1	6	0.9	1	1	1
Cc1nn(Cc2ccc([N+](=O)[O-])cc2)c(=O)n1-c1ccc(Cl)cc1	1	-8	1	-9	1	6	0.9	1	-3	1.1
CCn1nc(NC(=O)c2ccncc2)c2cc3ccccc3nc21	0.6	-6	1	-6	0.8	0	1	1	-1	1.1
Cn1nc(C(=O)Nc2ccc(S(=O)(=O)N3CCCCC3)cc2)ccc1=O	0.79	-7	1	-4	1	-3	0.9	1	-5	1
CN(C(=O)c1c(Cl)nc2sccn12)C1CCCCC1	1.4	1	1	-2	1	-9	0.9	1.1	-6	1
CCOc1cccc(-c2nn3c(-c4ccccn4)nnc3s2)c1	0.58	11	1	-4	1	20	1	1	-4	1
O=C(Nc1cccnc1)c1cccs1	2.8	-7	0.9	-1	0.8	-9	0.9	1	1	1
Cc1ccc(C(=O)OC2CCOC2=O)cc1NC(=O)c1ccco1 (stereo not given)	0.99	-14	1	-8	0.9	-20	0.9	1	-4	1.1
O=C(Nc1cc(C(F)(F)F)ccc1N1CCOCC1)c1ccc[n+]([O-])c1	1.2	-10	0.9	-3	1	-14	0.9	1.1	-5	1
CCCC(CCC)C(=O)Nc1ccc2c(c1)N(C(=O)CCN1CCN(C)CC1)c1ccccc1CC2	1.1	-28	1	-4	1.1	10	1.6	1	-4	1
CCCn1c(-c2ccncc2)n[nH]c1=S	1.2	-6	1	-1	0.9	-14	0.8	1.1	-5	1
Cc1ccc(-c2nc3c(c(=O)[nH]c(=O)n3Cc3ccccc3)n2Cc2ccccc2)o1	0.44	12	1.3	0	1.3	3	1	1	-3	1
Cc1nn(C)c(C)c1S(=O)(=O)N(CC(=O)Nc1nccs1)c1ccc(C(C)C)cc1	1.5	-15	1	-6	1	26	0.8	1	-1	1.1
O=C(C1COc2ccccc2O1)N1CCCC1 (stereo not given)	1.4	-10	1.1	-2	1	9	1	1	-4	1
N#CCCn1cc(C(=O)Nc2ccc([N+](=O)[O-])cc2)c(-c2cc3ccccc3o2)n1	0.9	1	1	0	1	-22	1	1	0	1

Pulled one by one from the entries so far (two):
SMILES	NF-kB expr up	TNAP inh noacc	PMI act satM6P	FLuc inhib CS	PMI act	APP 5'UTR act	bIAP activator	TNAP act hi DEA	TNAP inh hi DEA	FLuc act counter
COc1ccc(/C=N/NC(=O)c2cc(-c3cccnc3)nc3ccccc23)c(OC)c1	1.6	8	1.1	-2	1	21	1	1	-5	1
CC(=O)c1cccc(NC(=O)NCc2ccccn2)c1	2.5	-8	1	42	1	78	1	1	0	0.6

(list continues)
SMILES	NF-kB expr up	TNAP inh noacc	PMI act satM6P	FLuc inhib CS	PMI act	APP 5'UTR act	bIAP activator	TNAP act hi DEA	TNAP inh hi DEA	FLuc act counter
Cc1ccc(NC(=O)NC2=NN(c3ccccc3)C(=O)/C2=C2/CCCN2C)cc1	1	-7	0.9	-1	1	2	0.9	1	1	1
CN(C)c1ccc(NC(=O)c2ccc3c(c2)nnn3C)cc1	1.7	-10	0.8	6	1	11	1	1.1	-8	0.9
CN(C(=O)COC(=O)c1cccnc1Nc1ccccc1F)C1CCS(=O)(=O)C1 (stereo not given)	1	-11	1	-4	1	7	1	1	-4	1
CCC(C)NC(=O)C1(C)CCC(=O)N1Cc1ccccc1OC (stereo not given)	0.93	-14	1	-6	0.9	8	1	1	-3	1.1
O=C1Nc2ccccc2C1(O)C/C(=N/O)c1ccccc1 (stereo not given)	1.1	-9	1.1	-8	0.9	24	0.9	1	-4	1.1
O=C(Cn1cc2c(n1)CCCC2)N1CCc2ccccc21	1	-4	1	-6	1	8	0.8	1	-4	1.1
COc1ccc2nc(-c3ccc(N)cc3)[nH]c2c1	1.7	-6	0.9	65*	0.9	-39	1.2	1	0	0.4
O=c1[nH]nc(Cc2ccc(Cl)cc2Cl)c2ccccc12	0.8	-4	1.1	-7	1.1	-16	0.9	1.1	-8	1.1
NC(=O)C1CCN(C2=C(Cl)C(=O)c3ccccc3C2=O)CC1	1.7	8	1.1	4	1.2	5	0.8	0.9	6	1
CC1(C)N=C(SCC(=O)Nc2ccc(Cl)cc2)C(c2ccc(Cl)cc2)=N1	0.79	-15	1.1	2	1.1	.	0.9	1	3	1
CC(C)(C)CC(=O)NCCCCCCNC(=O)CC(C)(C)C	1	-6	1.1	-4	1.1	7	1	1	1	1
CC(C)OC(=O)CSc1nnc(-c2ccccn2)n1-c1ccccc1	1.3	-7	1	0	1	2	1	1	0	1

Complete entries, quoted from the list:
Shown for Cc1nn(Cc2ccc([N+](=O)[O-])cc2)c(=O)n1-c1ccc(Cl)cc1 : NF-kB expr up = 1; TNAP inh noacc = -8; PMI act satM6P = 1; FLuc inhib CS = -9; PMI act = 1; APP 5'UTR act = 6; bIAP activator = 0.9; TNAP act hi DEA = 1; TNAP inh hi DEA = -3; FLuc act counter = 1.1
Shown for CCn1nc(NC(=O)c2ccncc2)c2cc3ccccc3nc21 : NF-kB expr up = 0.6; TNAP inh noacc = -6; PMI act satM6P = 1; FLuc inhib CS = -6; PMI act = 0.8; APP 5'UTR act = 0; bIAP activator = 1; TNAP act hi DEA = 1; TNAP inh hi DEA = -1; FLuc act counter = 1.1
Shown for CCS(=O)(=O)N1Cc2ccccc2CC1C(=O)NCC12CC3CC(CC(C3)C1)C2 (stereo not given) : NF-kB expr up = 0.77; TNAP inh noacc = -2; PMI act satM6P = 0.9; FLuc inhib CS = -4; PMI act = 0.9; APP 5'UTR act = 19; bIAP activator = 1.1; TNAP act hi DEA = 1; TNAP inh hi DEA = 0; FLuc act counter = 1

Further results follow.
SMILES	NF-kB expr up	TNAP inh noacc	PMI act satM6P	FLuc inhib CS	PMI act	APP 5'UTR act	bIAP activator	TNAP act hi DEA	TNAP inh hi DEA	FLuc act counter
O=C(c1ccccc1)N1CCN(C2c3cccc4cccc(c34)C2NS(=O)(=O)c2ccccc2)CC1 (stereo not given)	0.55	-10	0.9	-1	0.8	10	1.1	1.1	-5	1
CC(C)CCOc1ccc(C2=NNC(=O)CC2)cc1	1.6	7	1	-1	1	25	0.9	1	-4	1
CC1CCCN(Cc2nc3c(c(=O)n(C)c(=O)n3C)n2CCCc2ccccc2)C1 (stereo not given)	0.32	-7	0.9	-9	0.8	1	1	1	-1	1.1
O=C(NNC(=S)NCCc1ccccc1)c1ccc(Br)s1	1.1	-141	1	-6	1.1	3	0.9	1	-1	1.1
CCOC(=O)N1CCC(N2CCCC(C(=O)c3ccccc3OC)C2)CC1 (stereo not given)	0.88	-5	1	-2	0.9	7	1	1	-1	1
COc1ccc(OC)c(NC(=O)C2C3C=CC(C3)C2C(=O)NCc2cccnc2)c1 (stereo not given)	1	-11	1	-5	1.1	-3	1	1	1	1
O=C(CCNS(=O)(=O)c1cccc2nonc12)NC1CCCc2ccccc21 (stereo not given)	0.97	-14	0.9	-6	0.8	-6	0.9	1.1	-5	1.1
C=CCSC1=N/C(=C\c2cccnc2)C(=O)N1c1ccc(OC)cc1	1.5	-17	0.8	-8	0.8	13	0.7	1	0	1.1
COC(=O)CCC(=O)c1oc2ccc(Br)cc2c1N	1.2	-1	0.9	39	1	5	0.9	1	2	0.6
Cc1ccc(C2CC(=O)C=C(O)C2)cc1 (stereo not given)	1.2	-8	1	-6	1	0	1.1	1.1	-6	1.1
COCCn1c(SCC(=O)Nc2cccc(C)c2)nnc1C(C)C	1.3	-13	1	-7	1.1	5	0.9	1	-3	1.1

This is a random part of the collection. About 3.6% of those tested had a hit in this group.
